RTF Ca sens act = cardiac RTF calcium sensitivity activators, primary screen, biochemical, IANBD-TnC fluorescence, EC20 calcium; IANBD-labeled TnC RTF fluorescence at EC20 calcium; 0% EC20 calcium, 100% full calcium; Troponin I, cardiac muscle (Homo sapiens) + Troponin T, cardiac muscle (Homo sapiens) + …; 340,000 compounds, 0.24% hits; activation, % at 7.2 µM;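 active means activation above the mean over all tested compounds plus 3 SD, cut at about 30% in these data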;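 further: rise in fluorescence read as greater calcium sensitivity of cardiac thin filaments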
LANA DNA inh = inhibitors of KSHV C-LANA binding to DNA, primary screen, biochemical, fluorescence polarization, FAM-LBS DNA, MBP-C-LANA, single point; inhibition, % at 9 µM; 340,000 compounds, 0.078% hits;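 active means highest replicate inhibition at or above 60% at 9 µM, even if other replicates fall short; inactive means all replicates below 60% inhibition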;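 further: 0% = neutral control wells and 100% = 4 µM acridine orange control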
OPRM1-OPRD1 ag = agonists of OPRM1-OPRD1 heterodimerization, primary screen, cell-based, luminescence; Mu-type opioid receptor (Homo sapiens) + Delta-type opioid receptor (Homo sapiens), …; cells; activation, % at 9.3 µM; 340,000 compounds, 0.3% hits; AID 504326, 2011; in the data active means activation above about 18%;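 further: 0% = vehicle-treated cells and 100% = reference agonist; values of inactives mirror those of a sister screen read the other way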
Wnt act = Wnt/beta-catenin pathway activators, primary screen, cell-based, plate reader, single point | Wnt/beta-catenin reporter cell assay, activator | activation, % at 9.35 µM | 300,000 compounds, 1.2% hits; in the data active means activation above about 30%, passing the limit was not always enough; inconclusive means no clear call, values can overlap the other calls;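 further: 0% = neutral control wells and 100% = positive control wells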
V-ATPase pHluor = regulators of yeast V-ATPase proton pumping, primary screen, pHLuorin cytosolic pH fluorescence; S. cerevisiae; response, % at 10 µM; 350,000 compounds, 0.37% hits; AID 504577, 2011; in the data active means response mostly above about 7.3%, no sharp cut-off; inactive means mostly below about 5.4%; further: actives read high; inactives centre near 0; some compounds called inactive have numbers as strong as hits; reference of the scale not given here
RTF Ca sens inh = cardiac RTF calcium sensitivity inhibitors, primary screen, biochemical, IANBD-TnC fluorescence, EC70 calcium; 340,000 compounds, 0.12% hits; IANBD-labeled cardiac RTF, Ca2+ fluorescence; Troponin I, cardiac muscle (Homo sapiens) + Troponin T, cardiac muscle (Homo sapiens) + …; inhibition, % at 7.15 µM;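 active means inhibition above the mean inhibition of all tested compounds plus 3 SD, cut at about 17% in these data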;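 further: assay run at fixed EC70 calcium of 1.6 mM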
Pemphigus Ab inh = inhibitors of pemphigus antibody binding to DSG3, primary screen, biochemical, bead-based, flow cytometry, scFv-GFP; Desmoglein-3 (Homo sapiens), P32926; DSG3-coupled beads, scFv-anti-DSG3-GFP binding; hits give low values; binding (percent of control), % at 10 µM; 310,000 compounds, 0.48% hits; AID 588358, 2011;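 active means binding more than 3 SD below its plate's average and above zero; inconclusive means below that plate limit but binding exactly zero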;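 further: hits lower antibody fragment binding to DSG3; some compounds called inactive have numbers as strong as hits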
Target sequence (P32926 whole entry, looked up, the tested form may be a part): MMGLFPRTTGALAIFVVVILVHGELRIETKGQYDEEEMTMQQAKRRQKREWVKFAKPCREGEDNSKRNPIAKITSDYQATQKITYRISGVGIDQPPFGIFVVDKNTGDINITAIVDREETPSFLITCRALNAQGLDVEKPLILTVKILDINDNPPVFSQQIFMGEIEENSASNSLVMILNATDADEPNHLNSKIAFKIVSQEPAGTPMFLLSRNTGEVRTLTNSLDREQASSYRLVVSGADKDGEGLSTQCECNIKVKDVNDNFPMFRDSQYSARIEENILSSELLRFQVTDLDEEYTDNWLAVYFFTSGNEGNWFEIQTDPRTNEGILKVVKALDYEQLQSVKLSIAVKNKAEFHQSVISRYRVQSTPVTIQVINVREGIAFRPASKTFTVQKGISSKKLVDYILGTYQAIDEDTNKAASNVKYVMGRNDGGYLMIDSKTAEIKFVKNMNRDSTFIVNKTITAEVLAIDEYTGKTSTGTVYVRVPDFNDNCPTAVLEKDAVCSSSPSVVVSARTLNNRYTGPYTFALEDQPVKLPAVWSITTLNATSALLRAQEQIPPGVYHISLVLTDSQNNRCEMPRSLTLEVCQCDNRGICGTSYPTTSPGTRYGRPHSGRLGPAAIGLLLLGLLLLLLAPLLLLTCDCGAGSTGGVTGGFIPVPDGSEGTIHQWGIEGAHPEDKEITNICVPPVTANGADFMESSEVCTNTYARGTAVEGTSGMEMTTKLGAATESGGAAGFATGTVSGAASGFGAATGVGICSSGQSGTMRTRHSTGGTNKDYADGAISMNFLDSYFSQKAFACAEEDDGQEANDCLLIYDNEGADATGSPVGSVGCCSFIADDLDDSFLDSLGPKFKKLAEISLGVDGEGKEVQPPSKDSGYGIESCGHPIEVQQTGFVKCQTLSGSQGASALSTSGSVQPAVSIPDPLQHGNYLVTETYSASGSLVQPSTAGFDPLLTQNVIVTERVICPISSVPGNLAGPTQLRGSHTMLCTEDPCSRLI
OPRM1-OPRD1 inv = inverse agonists of MOR-DOR heterodimerization, primary screen, cell-based, luminescence | inhibition, % at 9.3 µM | cell-based MOR-DOR heterodimer luminescence, inverse agonism | 340,000 compounds, 0.21% hits | AID 504357, 2011 | Mu-type opioid receptor (Homo sapiens) + Delta-type opioid receptor (Homo sapiens), …; in the data active means inhibition above about 22%, passing the limit was not always enough;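 further: 0% = cells with DMSO and 100% = wells without cells with DMSO; values of inactives mirror those of a sister screen read the other way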
Arr AP2 block = inhibitors of beta-arrestin/AP2 binding, primary screen, biochemical, GPCR trafficking, flow cytometry; beta-arrestin 1 C-terminal peptide binding to AP2 beta2-adaptin appendage (human); inhibition, % at 10 µM; FITC-arrestin peptide / GST-AP2 beads; AP2 beta2 appendage carries R879A mutation; 340,000 compounds, 0.31% hits;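 active means inhibition above a set limit, near 3 SD of compounds lacking own fluorescence, cut at about 54% in these data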;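 further: plate controls were DMSO wells for no effect and 5 µM unlabelled arrestin peptide for full effect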
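Material – AP2 appendage R879A on GSH beads · Buffer or medium – PBS with 0.05% Tween 20 and 0.1% BSA · Probe or stimulus – fluorescein-tagged arrestin peptide at 50 nM final · Incubation – compound with beads 12 min RT, then probe 1 h RT · Detection – high-throughput flow cytometry of beads, ex 488, em 535 nm · Evaluation – percent response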
Keap1 Nrf2 FP = Keap1-Nrf2 protein-protein interaction inhibitors, primary screen, biochemical, fluorescence polarization, single point. Kelch-like ECH-associated protein 1 (Homo sapiens), Q14145. Keap1 Kelch-Nrf2 peptide fluorescence polarization, 1536-well. inhibition, % at 9.4 µM. 340,000 compounds, 0.15% hits. AID 504523, 2011; in the data active means inhibition above about 12%; inconclusive means no clear call, values can overlap the other calls; inactive means below about 7.3%;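 further: human Keap1 Kelch domain with fluorescein labeled Nrf2 9mer peptide probe; 0% = neutral control wells and 100% = peptide positive control; higher means more block of Keap1 binding to Nrf2 peptide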
* marks the source's active call; other numbers are inactive results; ? = inconclusive; . = no result given.

SMILES	RTF Ca sens act	LANA DNA inh	OPRM1-OPRD1 ag	Wnt act	V-ATPase pHluor	RTF Ca sens inh	Pemphigus Ab inh	OPRM1-OPRD1 inv	Arr AP2 block	Keap1 Nrf2 FP
CN(C)[C@@H]1CCC[C@H]1OC(=O)C(c1ccccc1)c1ccccc1	9	0.6	-1.1	-2	0	7	101	6	1	-4
O=C(Nc1ccccc1O)/C(=C\c1ccccc1)NC(=O)c1ccccc1	-1	-0.9	-0.5	-1	4	-2	105	2	13	-5
CC(C)OCCCNC(=O)c1ccc2c(c1)ncn2C1CCCC1	-7	0.0	-3.4	0	-3	-1	97	18	20	1
O=C(c1csc2c1CCCC2)N1CCN(c2ccc(F)cc2)CC1	1	2.3	1.3	.	-7	-5	.	-8	8	-6
O=C(Oc1c(Br)cc(C(=S)N2CCOCC2)cc1Br)c1ccc(Cl)cc1	-4	0.4	2.6	.	-2	0	96	-15	5	1
O=C(CC12CC3CC(CC(Br)(C3)C1)C2)Nc1cccc(S(=O)(=O)NC2=NCCC2)c1	6	-2.2	0.7	-3	-4	-2	71	-3	7	-3
C/C(=N\NC(=O)c1cccc([N+](=O)[O-])c1)c1cccc(NC(=O)C2CC2)c1	2	0.9	-0.8	0	-6	-2	84	4	1	4
O=C(NCc1ccc(Cl)cc1Cl)C1CC(=O)N(Cc2ccccc2)C1 (centres undefined)	1	-0.7	-2.0	-3	1	-9	109	10	26	-2
COc1ccc(C(=O)N(Cc2ccccc2)c2cccc(C)c2)cc1S(=O)(=O)N1CCOCC1	-1	0.5	-3.5	-5	0	-6	115	18	27	0
COc1cc(Cl)c(C)cc1NC(=O)COC(=O)C(NS(=O)(=O)c1ccc(Cl)cc1)C(C)O (centres undefined)	7	1.1	1.0	-3	-2	5	114	-5	-3	4
FC(F)(F)c1cccc(NC(=S)NCC2COc3ccccc3O2)c1 (centres undefined)	-2	0.0	6.2	?	7	-10	84	-41	38	3
O=C(CN(C(=O)CCC(=O)Nc1nccs1)c1cccc(F)c1)NCc1ccc2c(c1)OCO2	4	-1.5	1.0	-3	10	-1	.	-7	0	0
COc1cc(C)c(Br)cc1S(=O)(=O)N1CCOCC1	3	-0.3	-2.1	-2	-1	-1	.	9	0	-3
CSc1cccc(NC(=O)CNC(=O)c2ccc3c(c2)OCO3)c1	-3	-0.6	-0.6	-2	3	-7	114	4	-1	1
Cc1ccc(C(=O)C(OC(=O)CN2C(=O)c3ccccc3C2=O)c2ccccc2)cc1C (centres undefined)	3	-1.4	-2.2	-1	2	-1	.	12	14	0
COc1ccc(CC(NC(C)=O)C(=O)NC2CCN(c3ncccc3[N+](=O)[O-])CC2)cc1 (centres undefined)	-1	-1.0	-3.4	-1	3	1	96	17	11	1
O=C(COC(=O)CCC(=O)c1ccc(F)cc1)NCc1ccc(Cl)cc1	-7	-1.1	-1.4	0	-5	0	95	7	30	0
Cc1ccc(-c2cc(-c3ccccc3)no2)c(O)c1	11	-0.1	-0.2	.	2	3	97	1	-2	-4
Cc1cccc(C(=O)Nc2cccc(-c3cnc4ccccc4n3)c2)c1	0	-0.7	-0.5	.	7	-9	105	3	7	3
Nc1nonc1-n1nnc(C(=O)N/N=C/c2ccc(F)cc2)c1-c1cccs1	2	0.2	-1.2	0	6	-9	119	6	-5	-4
CSc1ncc(C(=O)Nc2ccc(C(C)=O)cc2)c(C)n1	1	3.1	-2.1	7	-1	-7	104	10	6	-2
COC(=O)c1ccc(CSc2nnc(Nc3ccc(OC)cc3)s2)o1	5	-0.3	-1.3	.	0	7	103	8	-3	-1
CCOC(=O)C1=C(C)NC(=O)NC1c1ccc(C)o1 (centres undefined)	3	-0.4	-1.4	0	0	-6	102	8	1	-6
CCn1nc(C(=O)NNC(=O)c2ccccc2)c2ccccc2c1=O	1	-0.7	-3.5	12	-2	-6	102	14	-1	-3
C=CCc1ccccc1OCC(=O)NNC(=S)NCc1ccccc1	0	3.2	4.5	20	4	2	.	-24	-21	-5
SMILES	RTF Ca sens act	LANA DNA inh	OPRM1-OPRD1 ag	Wnt act	V-ATPase pHluor	RTF Ca sens inh	Pemphigus Ab inh	OPRM1-OPRD1 inv	Arr AP2 block	Keap1 Nrf2 FP
Cc1cc(C)n2c(SCC(=O)N(CC(C)C)c3c(N)n(CC(C)C)c(=O)[nH]c3=O)nnc2n1	-1	-0.4	-2.4	-2	2	4	107	11	-9	-5
COc1ccc(-c2nnc(SCC(=O)c3ccc(C)o3)o2)cc1	-1	0.6	-0.8	1	-1	-4	116	4	1	-2
COc1ccccc1N(C(=O)NCc1ccccc1)C1=NCC(C)S1 (centres undefined)	4	-0.6	2.3	1	6	-3	101	-14	19	-2
c1ccc(-c2nc(CSc3nnc(-c4cccs4)o3)cs2)cc1	3	-1.9	-0.9	1	5	-5	94	5	-8	-8
O=C(Nc1cnn(Cc2ccccc2)c1)c1cc2nc(-c3ccco3)cc(C(F)(F)F)n2n1	-1	-0.1	-0.9	-1	4	9	102	5	5	-2
COc1ccc(S(=O)(=O)NCCCn2ccnc2)cc1Cl	0	0.4	-2.8	-1	-2	1	92	14	-5	0
Cc1cccc(C(=O)Nc2nnc(-c3cccnc3)o2)c1	1	-0.1	0.0	1	-1	-2	98	0	-6	-3
CCN(CC(=O)Nc1c(F)cccc1F)C(=O)c1ccc(S(=O)(=O)N2CCCCCC2)cc1	2	-2.0	-1.1	-4	-2	-12	105	7	-9	-4
CCOC(=O)c1cnc2c(OC)cccc2c1N1CC(C)CC(C)C1 (centres undefined)	-2	4.6	6.2	3	1	-12	100	-31	3	3
CC(C)C(C(=O)NCC1CCCO1)N(C(=O)CNS(=O)(=O)c1ccccc1)c1ccc(F)cc1 (centres undefined)	0	-2.5	-1.0	0	0	-1	.	8	1	-1
O=S(=O)(Nc1ccc(F)cc1)N1CCOCC1	-2	2.0	-0.3	-3	-1	-6	127	2	-7	-4
CC(OC(=O)c1nn(C)c(=O)c2ccccc12)C(=O)NCc1ccc2c(c1)OCO2 (centres undefined)	15	0.9	4.6	2	2	-19	.	-27	11	0
Cc1cc(C)cc(NC(=O)CCN2CCOCC2)c1	0	1.1	-0.6	-2	-1	-1	96	3	32	-1
Cc1ccc(C(=O)N2CCN(c3ccc(N4CCOCC4)nn3)CC2)cc1	-7	-0.5	1.0	-2	-5	3	104	-7	-10	-5
CCC(C)N1CCCCC1C(=O)Nc1c(C)cc(C)cc1C (centres undefined)	7	1.5	-2.2	.	3	-6	102	13	-2	-9
CCN1CCCC1Cn1cnc2c([nH]c3ccc(Cl)cc32)c1=O (centres undefined)	6	0.8	-0.3	-3	-1	1	.	1	4	0
CCCCC1(C)OC(=O)C(=Cc2ccc(N(C)C)cc2)C(=O)O1 (centres undefined)	3	-0.7	-2.1	.	-6	-17	125	12	0	-16
Cc1nn(C(C)C(=O)NCCCN2CCCC2)c(=O)c2nn(-c3ccccc3)c(C)c12 (centres undefined)	0	-1.4	0.9	-2	7	-7	114	-5	20	-4
CCCC1C(c2ccco2)NC(c2ccco2)CC1(C)O (centres undefined)	-1	1.9	-1.5	.	-1	-6	110	7	-32	2
Cc1ccc(OCC(=O)NNC(=O)C(=O)N2CCCC2)c(C)c1	-7	11	-3.2	.	-4	-1	.	18	-3	1
Nc1c(C(=O)NC2CCCC2)c2nc3ccccc3nc2n1/N=C/c1cccnc1	-2	0.3	-2.0	-2	-6	-1	104	10	5	-6
O=C(Cn1cc([N+](=O)[O-])cn1)Nc1ccn(Cc2c(F)c(F)cc(F)c2F)n1	2	0.6	-1.3	.	0	1	104	7	3	2
Cc1ccc(S(=O)(=O)NCc2cccnc2)cc1	1	-0.7	-3.0	2	-3	0	98	15	-15	2
CCOC(=O)c1sc(N(Cc2ccccc2)C(=O)CN2C(=O)CN(C)C2=O)nc1C	-6	2.2	-2.3	.	3	-19	118	13	2	-6
O=C(CSc1ccc(Cl)cc1)N1CCN(c2ccc([N+](=O)[O-])cc2Cl)CC1	-6	2.0	1.8	-6	1	1	.	-10	19	4

As entered above.
RTF Ca sens inh result of O=C(Oc1c(Br)cc(C(=S)N2CCOCC2)cc1Br)c1ccc(Cl)cc1 : 0
Arr AP2 block result of O=C(COC(=O)CCC(=O)c1ccc(F)cc1)NCc1ccc(Cl)cc1 : 30

Continuation:
SMILES	RTF Ca sens act	LANA DNA inh	OPRM1-OPRD1 ag	Wnt act	V-ATPase pHluor	RTF Ca sens inh	Pemphigus Ab inh	OPRM1-OPRD1 inv	Arr AP2 block	Keap1 Nrf2 FP
C/C(=N\Nc1nc(N2CCOCC2)nc(N2CCOCC2)n1)c1ccc([N+](=O)[O-])cc1	3	2.0	0.9	-1	-1	-3	103	-5	20	-1
O=C1Nc2ccc(S(=O)(=O)N3CCCCCC3)c3cccc1c23	0	1.6	0.2	-1	-1	-3	.	-1	11	-4
CCOC(=O)CN1C(=O)N(CC)C(C)=C(C(=O)OC)[C@@H]1c1ccccc1	-1	2.3	-0.5	-1	-1	-9	105	3	-2	-5
O=C(CC1CCCC1)OCn1nnc2ccccc2c1=O	0	1.0	2.6	2	0	7	.	-16	8	1
CO/N=C1\CCn2c1c(C)c1ccccc12	-1	-0.2	-1.9	1	-4	-5	117	10	-12	-5
Cn1c(SSc2ccc(-c3cccnc3)n2C)ccc1-c1cccnc1	-4	0.8	-8.5	-2	1	-2	105	41*	-18	-4
CCOC(=O)C1=C(c2ccc(O)cc2)NC(=O)NC1C (centres undefined)	.	.	.	0	-1	.	109	.	4	.
COc1ccc(OC)c(NC(=O)CCc2c[nH]c3ccccc23)c1	3	-1.0	0.7	2	5	2	108	-3	10	-5
O=C(NN(c1ccccc1)c1ccccc1)c1ccc([N+](=O)[O-])o1	-4	0.0	8.4	?	-1	-15	99	-46	-1	-1
CCn1nc(C)c(CN2CCc3c([nH]c4ccccc34)C2c2ccc(F)c(OC)c2)c1C (centres undefined)	0	-0.3	-0.8	-25	6	-9	96	4	-3	-6
O=C(OCc1ccccc1)N1CCC2CC1c1c(Cl)cccc12 (centres undefined)	-3	-2.8	4.9	-2	1	-8	103	-23	5	-1
COc1ccc(-c2c(C#N)c(N)nc(Sc3ccc(Cl)cc3)c2C#N)cc1	2	0.4	-0.1	-4	-2	-1	.	1	-4	0

Compound activity as filed in PubChem BioAssay.
